bovine MsrA act: activators of bovine methionine sulfoxide reductase A; purified bovine MsrA, absorbance read-out; activation, % at 10.6 µM; hit rate 0.3% among 360,000; in the data active = activation above about 7.5%;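 also: 0% = vehicle and 100% = reference activator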
FAS-TE inh: FAS thioesterase (human) inhibition | hit rate 0.67% among 360,000 | recombinant FAS-TE, OMFH fluorogenic substrate, fluorescence endpoint | P49327 | inhibition, % at 15 µM;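 active = compounds whose normalised, plate-corrected inhibition of enzyme fluorescence in the single-dose primary screen is 50% or more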;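 also: 0% = DMSO with enzyme and 100% = substrate without enzyme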
Target sequence (P49327 whole entry, looked up): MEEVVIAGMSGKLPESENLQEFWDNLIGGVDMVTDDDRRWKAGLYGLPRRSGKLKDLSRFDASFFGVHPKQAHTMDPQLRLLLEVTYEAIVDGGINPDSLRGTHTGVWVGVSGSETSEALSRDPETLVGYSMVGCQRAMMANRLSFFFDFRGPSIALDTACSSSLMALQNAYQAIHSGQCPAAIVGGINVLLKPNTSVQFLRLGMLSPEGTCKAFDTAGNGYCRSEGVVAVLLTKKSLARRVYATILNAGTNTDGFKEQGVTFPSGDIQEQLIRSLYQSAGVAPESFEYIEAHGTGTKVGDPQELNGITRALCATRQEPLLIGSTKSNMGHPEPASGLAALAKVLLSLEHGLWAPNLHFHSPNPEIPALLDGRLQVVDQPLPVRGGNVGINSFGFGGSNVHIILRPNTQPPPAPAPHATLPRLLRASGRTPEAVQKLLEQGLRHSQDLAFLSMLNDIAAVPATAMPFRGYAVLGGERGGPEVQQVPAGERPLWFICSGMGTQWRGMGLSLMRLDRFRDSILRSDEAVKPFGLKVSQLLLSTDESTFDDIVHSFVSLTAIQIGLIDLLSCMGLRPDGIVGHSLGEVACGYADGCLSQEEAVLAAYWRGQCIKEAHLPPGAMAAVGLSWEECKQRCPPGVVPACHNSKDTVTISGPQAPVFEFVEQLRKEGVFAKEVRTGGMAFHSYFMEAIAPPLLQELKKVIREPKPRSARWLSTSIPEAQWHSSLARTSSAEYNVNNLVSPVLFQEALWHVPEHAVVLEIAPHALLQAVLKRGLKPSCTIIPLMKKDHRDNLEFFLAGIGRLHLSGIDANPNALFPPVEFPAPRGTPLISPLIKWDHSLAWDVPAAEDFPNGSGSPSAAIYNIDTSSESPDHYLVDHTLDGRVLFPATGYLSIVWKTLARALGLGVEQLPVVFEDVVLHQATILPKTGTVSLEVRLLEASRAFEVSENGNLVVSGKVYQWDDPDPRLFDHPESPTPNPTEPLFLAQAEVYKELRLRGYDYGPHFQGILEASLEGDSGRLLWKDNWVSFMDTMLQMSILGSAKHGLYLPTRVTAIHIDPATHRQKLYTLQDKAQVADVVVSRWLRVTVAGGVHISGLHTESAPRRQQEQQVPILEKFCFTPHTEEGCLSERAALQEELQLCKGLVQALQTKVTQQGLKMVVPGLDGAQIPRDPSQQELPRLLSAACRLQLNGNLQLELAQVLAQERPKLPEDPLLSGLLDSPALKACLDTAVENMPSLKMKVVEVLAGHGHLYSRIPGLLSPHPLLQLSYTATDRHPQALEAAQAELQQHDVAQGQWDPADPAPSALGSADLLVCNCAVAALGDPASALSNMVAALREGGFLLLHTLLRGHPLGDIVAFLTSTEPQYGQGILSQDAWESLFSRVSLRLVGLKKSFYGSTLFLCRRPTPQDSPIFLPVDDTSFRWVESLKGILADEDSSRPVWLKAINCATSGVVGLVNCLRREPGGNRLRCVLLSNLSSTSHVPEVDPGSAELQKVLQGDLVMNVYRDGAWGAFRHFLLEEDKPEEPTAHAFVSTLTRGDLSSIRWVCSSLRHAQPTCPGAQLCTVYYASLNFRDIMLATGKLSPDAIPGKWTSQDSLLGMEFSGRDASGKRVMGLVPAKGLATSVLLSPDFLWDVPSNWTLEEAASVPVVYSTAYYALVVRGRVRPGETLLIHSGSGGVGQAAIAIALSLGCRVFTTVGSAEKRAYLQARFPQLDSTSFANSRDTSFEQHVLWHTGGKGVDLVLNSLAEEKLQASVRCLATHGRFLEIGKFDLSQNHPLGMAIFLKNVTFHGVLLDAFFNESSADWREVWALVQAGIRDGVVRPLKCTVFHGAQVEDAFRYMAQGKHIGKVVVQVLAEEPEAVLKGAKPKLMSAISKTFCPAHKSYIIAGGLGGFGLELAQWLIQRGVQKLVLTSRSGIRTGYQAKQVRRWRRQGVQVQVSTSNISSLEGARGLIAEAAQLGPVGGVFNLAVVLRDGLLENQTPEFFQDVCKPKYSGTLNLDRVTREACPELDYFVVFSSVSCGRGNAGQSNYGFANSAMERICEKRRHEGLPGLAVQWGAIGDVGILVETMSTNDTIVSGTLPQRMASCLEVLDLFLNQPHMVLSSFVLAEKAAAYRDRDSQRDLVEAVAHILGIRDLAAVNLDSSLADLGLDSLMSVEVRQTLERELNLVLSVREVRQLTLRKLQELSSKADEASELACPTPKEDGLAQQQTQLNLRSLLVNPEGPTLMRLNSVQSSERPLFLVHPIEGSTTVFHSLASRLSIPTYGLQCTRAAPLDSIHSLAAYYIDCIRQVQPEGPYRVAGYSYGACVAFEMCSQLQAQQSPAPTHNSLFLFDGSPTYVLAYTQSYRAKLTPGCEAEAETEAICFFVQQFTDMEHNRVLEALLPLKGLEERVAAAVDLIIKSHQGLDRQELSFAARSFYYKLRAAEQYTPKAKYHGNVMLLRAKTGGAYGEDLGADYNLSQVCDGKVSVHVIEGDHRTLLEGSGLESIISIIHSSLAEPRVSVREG
eLon inh: E. coli protease La inhibition | purified E. coli Lon protease, fluorescence polarization | inhibition, % at 7.94 µM | AID 602123 | hit rate 0.42% among 360,000 | P0A9M0; in the data active = inhibition above about 13%, passing the limit was not always enough;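 also: 0% = enzyme with probe and DMSO and 100% = no enzyme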
SKN-1 inh: inhibitors of C. elegans SKN-1 | hit rate 0.49% among 360,000 | C. elegans VP596 Pgst-4::GFP/RFP ratio, acrylamide-induced, 24 h | AID 624304 | inhibition, % at 21.8 µM;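 active = interference check ratio from 0.5 to 1.5 plus GFP to RFP signal ratio inhibition reaching or exceeding a fixed threshold, cut at about 30% in these data, passing the limit was not always enough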; also: some compounds called inactive have numbers as strong as hits
Tb MetRS inh: Trypanosoma brucei MetRS inhibition; inhibition, % at 11.9 µM; purified T. brucei MetRS, ATP depletion, Kinase-Glo luminescence; hit rate 0.4% among 360,000; AID 624268;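 active = inhibition above a per-plate cutoff of the control wells' mean inhibition plus 3 SD, cut at about 5.5% in these data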;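 also: 0% = DMSO wells median and 100% = median of wells with control inhibitor compound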
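technique = Kinase-Glo luminescence, ATP depletion format | system = purified MetRS (methionyl-tRNA synthetase) enzyme from Trypanosoma brucei | timing = 15 min preincubation, 2 h reaction, all 25 °C | evaluation = percent inhibition versus plate control medians | dosing = single dose, 11.9 µM final nominal, 0.9% final DMSO | also added = substrates ATP, L-methionine and bulk Escherichia coli tRNA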
MLLE-PAM2 inh: blocks PAM2 peptide binding to the PABP1 MLLE domain; GST-MLLE / FITC-PAM2 fluorescence polarization; inhibition, % at 20 µM; hit rate 0.36% among 360,000; AID 588489; in the data active = inhibition above about 35%, passing the limit was not always enough;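 also: plate controls were DMSO wells with GST-MLLE for no effect and wells lacking GST-MLLE protein for full effect; some results filed as inactive read as strong as hits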
NRP1-CendR mod: alters CendR peptide binding to human NRP-1; FAM-RPARPAR peptide binding to NRP-1, fluorescence polarization; hit rate 0.85% among 360,000; inhibition, % at 25 µM; O14786;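 active = inhibition or corrected inhibition above about 18%, plus a signal ratio from 0.5 to 1.5, limit read from the data, passing the limit was not always enough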; also: strong numbers were not always called active
MsrA inhibitor: inhibits bovine methionine sulfoxide reductase A; purified bovine MsrA, absorbance read-out; inhibition, % at 15.5 µM; hit rate 0.75% among 360,000; AID 651718; in the data active = inhibition above about 4.5%;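 also: 0% = vehicle wells with enzyme and 100% = reference inhibitor wells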
MT1-MMP act inh: blocks activation of human MT1-MMP | P50281 | HT1080 RFP-PRO-GFP cells, GFP/RFP ratio fluorescence, overnight; percent of plate control window, DMSO zero | hit rate 0.061% among 360,000 | AID 651647 | GFP/RFP ratio change, % at 20 µM;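 active = GFP/RFP ratio change of at least 30% with cell ATP level not reduced by more than half and red fluorescence within 50% of control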; also: strong numbers were not always called active
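Read-out: GFP/RFP fluorescence ratio; Test system: RFP-PRO-GFP reporter HT1080 cells; Compound dosing: single-point 20 µM compound, 1% DMSO; Times: overnight compound exposure at 37 °C.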
* hit, by the source's call.

SMILES	bovine MsrA act	FAS-TE inh	eLon inh	SKN-1 inh	Tb MetRS inh	MLLE-PAM2 inh	NRP1-CendR mod	MsrA inhibitor	MT1-MMP act inh
Cc1cc(C)n2nc(SCC(=O)c3ccc[nH]3)nc2n1	-4	-4	3	8	0.0	5	-1	-0.8	-4
O=C(COC(=O)Cn1cnc2ccccc2c1=O)NNC(=O)c1ccc(Br)cc1	-3	-9	-6	6	-0.1	-9	10	-0.6	6
Cc1ccn2c(=S)[nH]nc2c1	2	-10	-5	11	-0.2	20	14	0.1	1
CCCCCN(C(=O)CCC(=O)OCc1ccccc1Cl)c1c(N)n(CCCC)c(=O)[nH]c1=O	-7	8	8	-11	-0.2	9	6	-0.2	-16
CC(=O)Nc1sc(N/N=C/c2ccccc2F)nc1-c1ccc(C)cc1	-3	3	8	8	0.0	-34	-12	-0.7	0
NS(=O)(=O)c1c(Sc2ccccc2C(=O)O)ccc2ccccc12	-5	-4	-2	-6	-0.5	8	-4	2.1	0
c1ccc(-c2cn(-c3ccccc3)c3ncnc(NCCCN4CCOCC4)c23)cc1	-2	3	0	-5	-1.2	-9	4	0.1	-17
CCOC(=O)c1cc2c(=O)[nH]ccc2nc1C(F)(F)F	-4	0	-4	-14	2.5	-18	-12	0.3	-4
COc1ccc(S(=O)(=O)N2CCC(C(=O)NCc3ccncc3)CC2)cc1OC	-3	-8	7	-5	-0.2	9	6	-1.5	2
Cc1cccc(C(=O)NNC(=O)c2ccc(Cl)cc2)c1O	-1	4	4	12	-1.2	6	-8	0.9	8
Cc1cccc(N2CCN(C(=O)c3ccc(CS(=O)(=O)c4ccccc4C)o3)CC2C)c1 (stereo not given)	1	14	-1	8	-0.5	-5	0	-0.7	29
O=C(COc1ccccc1)Nc1ccc(S(=O)(=O)N2CCOCC2)cc1	-2	1	-3	5	-1.2	15	3	0.2	0
CN(C)S(=O)(=O)c1cccc(C(=O)OCC(=O)Nc2sccc2C(N)=O)c1	1	27	-15	-11	0.6	-11	4	1.1	10
CS(=O)(=O)N1CCCCC1CCN1CCCCC1 (stereo not given)	-8	-7	-14	-9	-0.2	-3	6	0.7	-5
CCn1c(SCc2ccc(C)cc2)nnc1-c1cnccn1	-6	16	8	2	-0.7	4	-7	1.4	0
O=C(Oc1cc(=O)oc2ccccc12)c1ccco1	-2	-1	4	9	-0.5	-4	4	-0.9	-4
CS(=O)(=O)N(CCC#N)Cc1ccc(/C=C2\C(=O)Nc3ccccc32)o1	-6	-5	-8	-4	-0.1	1	-10	4.4	-17
N#CC(c1nc2ccccc2nc1N1CCOCC1)S(=O)(=O)c1ccccc1 (stereo not given)	-1	-3	-3	4	-0.5	10	0	1.4	-1
O=C1c2[nH]c(=O)[nH]c(=O)c2CN1Cc1ccccc1	-2	-3	-8	2	-0.2	3	14	0.9	7
COc1cc(Cl)cc(C2NC(=O)NC(C)=C2C(C)=O)c1OCC(=O)O (stereo not given)	-7	-3	-15	-3	-0.9	-14	-9	1.4	1
COC1Cc2ccccc2N(C(N)=O)c2ccccc21 (stereo not given)	-3	-9	9	-4	-0.1	6	-2	0.1	0
Cc1[nH]nc2c1C(c1ccsc1C)C(C#N)=C(N)O2 (stereo not given)	-4	-3	0	13	-0.9	1	-2	2.1	-8
CSc1nc(N)nc(-c2cccs2)c1C#N	-7	7	-4	13	-1.2	-14	-11	1.8	-5
CN(c1ccccc1)S(=O)(=O)c1cc(C(=O)OCC(N)=O)ccc1Cl	-4	-4	-4	4	0.0	3	10	0.8	1
COc1ccc(N=C2c3ccccc3-c3ccc([N+](=O)[O-])cc32)cc1	-3	32	-1	-3	0.3	5	-6	0.0	6
O=C(CCCCn1ccc(=O)[nH]c1=O)Nc1ccc(C(=O)O)c(O)c1	-1	-5	3	12	-0.3	-12	-10	-0.8	9
CC1Cc2cc(S(=O)(=O)N3CCN(C)CC3)ccc2N1C(=O)C1CC1 (stereo not given)	-7	-6	2	-3	-0.3	-1	-4	-0.5	0
C[C@@]12C(=O)Nc3ccc(Cl)cc3C(=O)N1[C@H]1c3cc(Cl)ccc3OC[C@@H]1[C@@H]2c1ccccc1	-3	77*	-5	2	0.1	-13	-5	0.9	-28
COc1ccccc1NC(=O)Nc1cccc(NC(C)=O)c1	-3	-5	-5	10	-0.5	-8	5	0.6	2
c1ccc(SCc2nc(-c3ccccn3)no2)cc1	-7	-1	0	-3	-2.6	35	-9	0.5	2
COc1ccc(NC(=O)Nc2cccc3c2O[C@@H](CN(C)CC2CCCCC2)[C@@H](C)CN([C@H](C)CO)C3=O)cc1	-5	-7	3	-3	-0.2	-10	-3	-0.9	2
Cc1ccc(CN2CCN(CC(=O)NCCCN3CCN(c4ccc(F)cc4)CC3)C2=O)cc1	-1	-5	-4	0	-0.1	-5	-16	-1.0	-2
CCCNC(=O)C1(C)CCCN(C(=O)c2ccc(OC)cc2OC)C1 (stereo not given)	-6	-8	-15	-23	0.4	-10	-6	-2.0	-1
COc1ccc(CCC(=O)Nc2ccc(N3CCOCC3)c(S(=O)(=O)Nc3ccc(OC)cc3)c2)cc1	-5	23	-11	1	-0.3	0	-9	-0.2	-1
COc1ccc(CNC(=O)c2ccc(S(=O)(=O)N3CC(C)CC(C)C3)cc2)cc1OC (stereo not given)	-1	14	-16	6	-0.5	-27	-1	-0.4	5
CCc1ccc2oc(C(=O)NCCc3ccc(S(N)(=O)=O)cc3)cc(=O)c2c1	-3	-5	-6	3	-0.3	-9	-9	-0.9	6
COC(Cn1cc(C)c(=O)[nH]c1=O)OC	-2	-3	6	-3	-0.8	8	-7	-0.1	6
NC(=O)N1c2ccccc2CC(=O)c2ccccc21	-6	2	5	-12	-1.5	61*	35*	2.2	4
C#CCOc1c(Br)cc(/C=N\NC(=O)CN2CCOCC2)cc1OCC	-1	-3	1	-21	0.2	0	-6	-1.2	-4
Cc1ccc(C(=O)Nc2c(C(=O)N3CCOCC3)cnn2-c2ccccc2)cc1	2	3	-3	-3	-0.9	-2	10	0.7	1
CC1CCCCC1NC(=O)CSc1ncnc2sccc12 (stereo not given)	-3	-1	-10	17	0.2	14	22*	-0.6	3
Cc1csc(OCC(=O)Nc2ccc(C)c(C)c2)n1	-3	-9	-1	-11	-0.8	5	6	-0.1	3
Cc1cccc(C)c1N(CC(=O)Nc1cc(Cl)ccc1Oc1ccccc1)S(C)(=O)=O	-2	33	-1	14	-0.8	1	9	-0.8	-14
N#CC(C(=O)OCc1ccccc1)c1nc2ccccc2nc1N1CCOCC1 (stereo not given)	-10	-7	-2	0	-1.2	-8	10	1.5	-9
O=C(COC(=O)CSc1ccc(Br)cc1)NCc1ccco1	-3	-1	1	5	-0.4	9	0	-1.1	3
Cc1ccc(-c2nc(NCC3CCCO3)sc2C)cc1 (stereo not given)	-1	-5	-9	17	-0.1	-94	-10	-0.5	-7
COc1cccc(N2CN(C3CCCCC3)CNC2=S)c1	0	-1	4	3	-0.1	-69	-6	-0.8	1
CC(C)NC(=O)C1CC(=O)N(CCc2ccc(F)cc2)C1 (stereo not given)	-2	-6	7	5	-0.2	6	-4	0.0	3
COc1ccc(NC(=O)c2ccco2)cc1NC(=O)c1cccc(OC(C)C)c1	3	8	3	-4	-0.6	-4	-4	0.3	0
O=C(CSC1=NCCN1)NC(c1ccccc1)c1ccccc1	-2	-28	2	-3	-0.4	23	-10	-0.4	-5
CC(=O)c1ccc(OC(=O)COc2ccccc2)cc1	-1	1	3	9	-0.1	14	-1	-0.1	2
COc1ccc(C=C2c3ccccc3C(=O)c3ccccc32)c(OC)c1	-2	34	-6	-4	0.1	-13	-5	1.8	14
CCN(CC)Cc1cc(C(=O)O)c(-c2ccccc2)o1	-10	-5	-2	1	-0.6	-6	-5	-0.9	-5
Cc1cc(C(=O)OCC(N)=O)c(C)n1-c1ccccc1	-8	-2	5	7	-0.7	6	8	-0.2	0
O=C(Nc1ccc(N2CCN(C(=O)c3cccs3)CC2)cc1)c1cccc(F)c1	-10	-1	2	-21	-0.9	-1	6	-1.0	-6
Cn1c(N)c(C(=O)COC(=O)c2cc(S(=O)(=O)N3CCCCC3)ccc2Cl)c(=O)n(C)c1=O	-3	11	-1	18	-0.8	-29	11	-0.5	4
O=C(COC(=O)/C=C/c1ccccc1Cl)NC(=O)Cc1ccccc1	-9	-2	19	-4	-1.5	19	-2	-0.6	1
CCCOc1cccc(OCCSc2nc(C)cc(=O)[nH]2)c1	-4	-1	-8	1	-0.3	14	-5	-0.8	-1
COc1ccc(NC(=O)C2(C)CCN2Cc2ccc(OC(F)(F)F)cc2)cc1OC (stereo not given)	-3	13	-1	-5	-0.5	-5	10	-0.3	2
COC(=O)c1cc(=O)nc2sc(-c3ccccc3)nn12	-3	-7	5	-4	-0.5	1	2	0.3	2

(next part)
SMILES	bovine MsrA act	FAS-TE inh	eLon inh	SKN-1 inh	Tb MetRS inh	MLLE-PAM2 inh	NRP1-CendR mod	MsrA inhibitor	MT1-MMP act inh
CCN(C(=O)COC(=O)CCNS(=O)(=O)c1ccccc1F)c1c(N)n(Cc2ccccc2)c(=O)[nH]c1=O	-3	-3	-2	-5	-0.4	-3	5	0.2	-2
CN(C)N1C(N)=C(C#N)C(c2ccccc2)C2=C1CC(C)(C)CC2=O (stereo not given)	-3	-1	-4	17	-0.4	-2	-3	1.8	2
COc1ccc(CNc2cc([N+](=O)[O-])ccc2OC)cc1	-2	34	-5	8	0.0	-4	-8	0.6	1
CCCCN1CC(COCc2ccccc2)Oc2cccc(OCc3ccc(OC)cc3)c2S1(=O)=O (stereo not given)	-2	27	-6	1	-0.4	-2	0	0.8	0
O=C(c1cccs1)N(Cc1ccc(F)cc1)C1CCS(=O)(=O)C1 (stereo not given)	-2	-2	-10	2	0.9	-9	3	-0.6	-2
Cc1ccc(-c2c(C)c(-c3ccc(F)cc3)nc(N)c2C#N)o1	-3	-1	-22	17	-0.8	1	-26	1.5	9
COc1ccc(NC(=O)c2oc3ccccc3c2C)c(OC)c1	0	21	0	2	-0.3	14	1	-0.5	-2
COc1ccc(OC)c(/C=C/C(=O)OCC(=O)N2C(C)CCCC2C)c1 (stereo not given)	-6	2	-7	-5	-0.4	0	13	2.9	-1
O=C1NC2(CCCCC2)N(C(=O)c2ccccc2)C2=C1CCCC2	-5	0	6	-1	-0.4	11	-2	0.0	-6

3 compounds out of the list above, sorted by the value under NRP1-CendR mod, smallest number first.
| structure | bovine MsrA act | eLon inh | SKN-1 inh | Tb MetRS inh | MLLE-PAM2 inh | NRP1-CendR mod | MsrA inhibitor | MT1-MMP act inh |
| --- | --- | --- | --- | --- | --- | --- | --- | --- |
| Cc1ccc(-c2c(C)c(-c3ccc(F)cc3)nc(N)c2C#N)o1 | -3 | -22 | 17 | -0.8 | 1 | -26 | 1.5 | 9 |
| COc1ccc(CNc2cc([N+](=O)[O-])ccc2OC)cc1 | -2 | -5 | 8 | 0.0 | -4 | -8 | 0.6 | 1 |
| CCCCN1CC(COCc2ccccc2)Oc2cccc(OCc3ccc(OC)cc3)c2S1(=O)=O (stereo not given) | -2 | -6 | 1 | -0.4 | -2 | 0 | 0.8 | 0 |
